CAL PDZ FP: CAL PDZ peptide-binding inhibitors, primary screen, biochemical, fluorescence polarization, Cer-tagged CAL PDZ, HTS; Golgi-associated PDZ and coiled-coil motif-containing protein (Homo sapiens), Q9HD26; purified CAL PDZ, TMR-peptide fluorescence polarization, 1 h; inhibition, % at 20 µM; 330,000 tested, 0.02% active; AID 504414, 2011;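 active = highest replicate inhibition of at least 40%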;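 note: plate controls were DMSO neutral control wells for no effect and unlabeled competitor peptide control wells for full effect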
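material = purified tagged CAL PDZ domain construct (CerCALP) | compound dosing = 20 µM, one dose | times = 1 h at RT | measured by = fluorescence polarization from S- and P-plane intensities, G-factor corrected | read-out = inhibition from polarization loss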
AddAB inh: growth inhibition of E. coli expressing H. pylori AddAB, primary screen, AddAB inhibitor project, absorbance | inhibition, % at 11.9 µM | 330,000 tested, 0.29% active | AID 435030, 2010; in the data active = inhibition above about 12%;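 note: 0% = vehicle wells of infected cells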
Rtt109 Vps75: inhibitors of C. albicans Rtt109/Vps75 HAT, primary screen, biochemical, ThioGlo CoA-SH fluorescence, plate reader; Histone acetyltransferase RTT109 (Candida albicans (strain SC5314 / ATCC MYA-2876)), …; purified Rtt109/Vps75, 4 h; inhibition, % at 34.9 µM; 330,000 tested, 0.16% active; AID 540336, 2011;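 active = inhibition of at least 50% in every replicate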
Target sequence (Q5AAJ8 whole entry, looked up): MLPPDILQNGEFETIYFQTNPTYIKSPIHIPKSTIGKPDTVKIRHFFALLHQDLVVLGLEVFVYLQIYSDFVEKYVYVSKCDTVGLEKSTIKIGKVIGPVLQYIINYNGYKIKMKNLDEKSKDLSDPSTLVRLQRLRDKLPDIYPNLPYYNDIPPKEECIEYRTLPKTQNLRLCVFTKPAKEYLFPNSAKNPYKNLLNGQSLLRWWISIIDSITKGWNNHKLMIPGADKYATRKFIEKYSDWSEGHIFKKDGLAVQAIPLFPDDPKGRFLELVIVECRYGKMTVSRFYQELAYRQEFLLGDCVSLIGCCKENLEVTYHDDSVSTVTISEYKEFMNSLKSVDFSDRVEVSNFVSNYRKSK
phage Ecoli inh: growth loss of phage-infected E. coli, primary screen, RecBCD inhibitor project, absorbance, with phage, HTS; inhibition, % at 11.9 µM; 360,000 tested, 0.26% active; in the data active = inhibition above about 11%
E coli growth: E. coli V3065 growth inhibition, primary screen, counter-screen for AddAB inhibitor project, absorbance, OD600; 330,000 tested, 0.27% active; inhibition, % at 11.9 µM; 18 h; AID 449728, 2010;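 active = inhibition above the campaign's mean inhibition across all tested compounds plus 3 SD, cut at about 9.9% in these data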;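 note: uninfected addAB+ strain grown without phage in ampicillin broth; 0% = DMSO wells and 100% = ciprofloxacin 0.95 µg/ml wells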
Tat export inh: E. coli Tat export inhibitors, primary screen, MC4100, TorA-mCherry reporter, fluorescence, single point; inhibition, % at 10 µM; 340,000 tested, 0.036% active;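 active = mean replicate inhibition at least 50% and at least half of replicates individually reaching 50%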;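 note: exported cargo escapes ClpAP degradation while cytoplasmic cargo is degraded and loses fluorescence; 0% = median of neutral control wells and 100% = median of NaSCN control wells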
Wnt act: Wnt/beta-catenin pathway activators, primary screen, cell-based, plate reader, single point | Wnt/beta-catenin reporter cell assay, activator | activation, % at 9.35 µM | 300,000 tested, 1.2% active; in the data active = activation above about 30%, passing the limit was not always enough;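 note: 0% = neutral control wells and 100% = positive control wells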
PfHsp90 yeast 2: growth inhibition of PfHsp90-expressing yeast, primary screen, antimalarial PfHsp90 inhibitor project, S. cerevisiae, BacTiter-Glo luminescence, single point, set 2; BacTiter-Glo ATP, 48 h; yeast lacking PDR1 and PDR3 efflux regulators; inhibition, % at 9.4 µM; 310,000 tested, 0.32% active; AID 504621, 2011;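 active = every replicate shows inhibition above about 80%, whatever the replicate mean, limit read from the data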;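 note: 0% = DMSO neutral controls and 100% = 20 µM radicicol positive controls; yeast relying on Plasmodium falciparum Hsp90 in place of its own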
PvdQ acylase: P. aeruginosa PvdQ acylase inhibitors, primary screen, biochemical, fluorescence, plate reader and imaging, single point. purified PvdQ acylase. AID 488965, 2010. 340,000 tested, 0.063% active. PvdQ acylase [Pseudomonas aeruginosa LESB58]. inhibition, % at 10 µM; in the data active = inhibition above about 30%, passing the limit was not always enough;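 note: 0% = vehicle neutral wells and 100% = reference inhibitor wells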
DAGLB inh: DAGLB lipase inhibitors, primary screen, biochemical, fluorescence, HTS | HEK293T DAGLB membrane lysate, EnzChek fluorogenic substrate | inhibition, % at 5.17 µM | 340,000 tested, 0.059% active | AID 504411, 2011; in the data active = inhibition above about 34%;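 note: 0% = enzyme with vehicle and 100% = wells lacking enzyme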
Target sequence (Q8NCG7 whole entry, looked up): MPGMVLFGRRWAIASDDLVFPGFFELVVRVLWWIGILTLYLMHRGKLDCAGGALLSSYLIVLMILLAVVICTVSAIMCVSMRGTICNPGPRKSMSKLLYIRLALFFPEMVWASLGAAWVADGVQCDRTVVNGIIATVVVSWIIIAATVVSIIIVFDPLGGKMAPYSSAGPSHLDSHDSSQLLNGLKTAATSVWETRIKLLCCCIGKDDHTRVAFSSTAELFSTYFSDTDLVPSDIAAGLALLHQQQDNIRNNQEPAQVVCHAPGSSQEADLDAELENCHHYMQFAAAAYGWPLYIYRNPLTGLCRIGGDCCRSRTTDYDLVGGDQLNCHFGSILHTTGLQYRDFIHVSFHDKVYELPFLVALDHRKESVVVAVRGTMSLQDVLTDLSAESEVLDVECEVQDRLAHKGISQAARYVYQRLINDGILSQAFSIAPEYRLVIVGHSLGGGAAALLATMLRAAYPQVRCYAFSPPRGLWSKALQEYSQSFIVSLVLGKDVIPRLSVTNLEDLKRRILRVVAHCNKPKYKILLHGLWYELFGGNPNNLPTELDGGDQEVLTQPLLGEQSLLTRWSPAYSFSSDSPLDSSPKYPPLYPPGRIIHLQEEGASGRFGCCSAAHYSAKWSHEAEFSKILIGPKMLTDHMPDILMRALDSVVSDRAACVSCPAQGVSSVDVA
The depositor's hits bear a star; x = no result given. No enrichment for hits, and some 1.9% of all compounds hit somewhere here.

The first two compounds, to show the layout:
Order of results – CAL PDZ FP	AddAB inh	Rtt109 Vps75	phage Ecoli inh	E coli growth	Tat export inh	Wnt act	PfHsp90 yeast 2	PvdQ acylase	DAGLB inh
> COc1cc(=O)oc(-c2ccccc2)c1C(C)=O
 : 1.0	2.3	-2.5	0.9	-2.6	1.5	-1.1	5.9	-10.1	2.0
> CCC1(c2ccc(F)cc2)NC(=O)N(CC(=O)N2CCc3ccccc32)C1=O (stereo not drawn)
 : -3.5	2.8	7.8	0.1	0.5	-8.1	-6.1	-13.6	-7.9	2.8

The listing, from the start:
Order of results – CAL PDZ FP	AddAB inh	Rtt109 Vps75	phage Ecoli inh	E coli growth	Tat export inh	Wnt act	PfHsp90 yeast 2	PvdQ acylase	DAGLB inh
> COc1cc(=O)oc(-c2ccccc2)c1C(C)=O
 : 1.0	2.3	-2.5	0.9	-2.6	1.5	-1.1	5.9	-10.1	2.0
> CCC1(c2ccc(F)cc2)NC(=O)N(CC(=O)N2CCc3ccccc32)C1=O (stereo not drawn)
 : -3.5	2.8	7.8	0.1	0.5	-8.1	-6.1	-13.6	-7.9	2.8
> Cc1cccc(NC(=O)CCC(=O)N/N=C/c2cc([N+](=O)[O-])ccc2O)c1
 : -0.6	1.3	3.0	1.8	0.1	-1.7	x	2.5	6.7	7.9
> CCCCn1c(=O)[nH]c(=O)c2c1nc(-c1ccc(OCCC)c(OCC)c1)n2CCOC
 : -0.5	1.7	12.5	0.3	-2.3	-6.0	-2.8	-3.9	-3.7	0.8
> O=C(N/N=C/C=C/c1ccc([N+](=O)[O-])cc1)C1COc2ccccc2O1 (stereo not drawn)
 : -1.7	1.0	1.4	0.4	-1.7	0.3	-1.1	-7.9	4.3	1.9
> CCOC(=O)c1cc2cc([N+](=O)[O-])cc(OC)c2oc1=O
 : -1.0	1.8	-0.3	2.9	0.6	0.3	-0.3	-2.8	-6.6	2.9
> CCN1CCN(C(CC(C)C)c2nnnn2CS(=O)(=O)c2ccc(C)cc2)CC1 (stereo not drawn)
 : -0.2	3.3	1.3	2.1	1.9	-3.5	-0.2	9.2	-4.0	-2.2
> O=c1oc(Nc2ccccc2F)nc2ccccc12
 : -1.5	1.0	-5.9	2.5	-0.2	11.9	x	-10.7	-10.0	-1.1
> Cc1nc2scc(-c3cccs3)c2c(=O)n1-n1cccc1
 : -0.6	3.4	4.6	2.4	-0.9	10.0	0.6	-26.6	-13.4	-2.4
> CC(=O)c1ccc(OCCCC(=O)N2CCN(S(=O)(=O)c3cccs3)CC2)cc1
 : 1.7	-0.4	1.0	0.3	0.6	-3.9	6.5	6.5	-6.2	0.2
> COc1cccc2cc(-c3nnc(-c4ccccc4)o3)c(=O)oc12
 : -4.7	-1.2	x	3.9	-1.2	-1.2	29.6	-4.6	6.7	-5.3
> COc1cc2cc(CCOC(=O)c3ccco3)oc(=O)c2cc1OC
 : 0.7	0.8	2.0	3.4	-1.6	0.7	1.2	19.7	-14.1	1.2
> Cc1[nH]n(-c2ccccc2)c(=O)c1N=Nc1c(O)cc(S(=O)(=O)N(C)C)c2ccccc12
 : 0.4	10.7	-21.7	-0.2	5.5	-3.1	0.8	17.5	0.2	16.1
> COc1cc(C)nc(OCCNC(=O)COc2ccc(Cl)cc2Cl)n1
 : x	1.7	-11.1	1.6	1.7	-1.1	-2.1	-10.4	-8.7	-3.6
> COC(=O)c1oc2ccc(Br)cc2c1NC(=O)c1ccccc1
 : 0.4	4.0	-4.1	4.8	-0.6	1.3	x	-32.0	-20.5	-3.2
> COc1cc(C(=O)NCc2ccc(C)cc2)ccc1OCc1c(C)noc1C
 : -0.2	0.5	7.5	0.5	-0.3	-8.3	x	-47.9	-11.2	-0.7
> COc1ccccc1CNC(=O)CN1CCN(c2ccc(C(C)=O)cc2)CC1
 : -2.2	0.0	9.8	0.8	-1.1	-2.5	-1.3	-4.3	13.0	-0.2
> CC(C)OC(=O)CSc1nnc(CNc2nc(-c3ccccc3)cs2)n1C
 : 0.4	3.5	15.6	-0.6	-1.1	1.9	x	-33.3	-11.0	-5.6
> Cc1ccc(CSc2nc3c(c(SCC(=O)O)n2)CCCC3)cc1
 : -1.4	2.1	11.9	1.3	2.8	-3.8	-0.7	-27.6	-10.8	4.3
> O=C(Nc1ccc(Br)cc1)c1cc([N+](=O)[O-])cc([N+](=O)[O-])c1
 : 0.5	6.5	-1.0	0.6	1.9	-9.3	0.5	6.7	-2.8	-1.2
> COc1ccc(Cc2nc3ccc(C(=O)NCC(C)(C)OC)cc3o2)cc1
 : -0.8	4.2	-1.4	-1.5	1.4	-6.9	8.1	-10.3	-10.4	-0.8
> Cc1ccc(NC(=O)CO/N=C/c2ccc(N(C)C)cc2)cc1
 : -2.1	2.6	0.2	5.6	-0.9	-1.4	-3.9	11.0	-11.5	-3.9
> CCC(=O)Nc1nc2ccc(S(C)(=O)=O)cc2s1
 : -2.2	-0.3	-3.8	3.8	-0.8	0.6	0.2	7.7	-3.8	2.0
> Cc1ccc(OCCC(=O)O)cc1
 : -5.0	-0.8	2.2	-0.9	0.6	2.4	2.2	-9.4	-14.9	-1.2
> Cc1ccc(S(=O)(=O)/N=C2/NC(=O)/C(=C\c3ccccc3)S2)cc1
 : -2.1	0.3	-0.4	2.4	1.7	5.1	4.4	-0.4	-5.2	13.6
> Cc1cccc(-c2noc(CCCC(=O)Nc3cccnc3)n2)c1
 : 0.2	3.4	0.2	4.1	0.6	-6.4	x	-80.2	-10.1	2.5
> CCN1CCN(S(=O)(=O)c2ccc(OC)c(NC(=O)c3ccccc3)c2)CC1
 : -0.5	-2.4	-3.9	-0.4	-1.2	1.0	-0.1	1.1	-8.0	0.3
> COC(=O)c1cc(NC(=O)c2cccc(C(F)(F)F)c2)c(=O)oc1C/C=N/OCc1cccc(Cl)c1Cl
 : -0.9	2.2	-5.3	1.7	-2.2	-5.3	x	13.9	-16.5	-0.4
> CCCCC1CCC(C(=O)OCC(=O)N(CCOC)c2c(N)n(Cc3ccccc3)c(=O)[nH]c2=O)CC1 (stereo not drawn)
 : -0.6	0.0	x	1.3	1.5	-6.6	0.4	-38.5	-10.7	1.2
> CCN(CC)C(=O)C(=O)c1cn(CC(=O)NCC2CCCO2)c2ccccc12 (stereo not drawn)
 : -0.7	-1.3	4.0	3.3	-2.5	-5.8	-0.3	x	10.0	0.2
> CCC(=O)NC(=S)Nc1ccc(OC)cc1OC
 : 0.1	2.3	-10.0	-0.8	-2.1	-4.1	1.0	8.5	-12.4	1.0
> O=C(CSCc1ccccn1)Nc1ccccc1
 : 0.4	-0.6	-8.8	1.0	-1.4	-3.7	x	5.3	1.9	-2.4
> COc1ccc(C(=O)NC2CCCN(Cc3ccccc3F)C2)c(OC)c1OC (stereo not drawn)
 : x	3.4	3.0	-3.9	-0.3	9.5	-1.4	-6.7	-18.2	-1.0
> O=C(Nc1ccc(NC(=O)c2ccco2)cc1)c1cnccn1
 : -1.9	0.8	0.7	2.7	0.3	9.4	x	10.3	-11.8	1.6
> CCOC(=O)C1=C(O)/C(=C/c2ccccn2)SC1=Nc1ccc(Cl)cc1
 : -3.3	1.8	2.2	3.1	1.4	-12.0	x	8.0	-10.9	-2.7
> COc1cc(C#Cc2c(-c3cncn3C)n(C)c3ccc(-c4ccc5cc[nH]c5c4)cc23)cc(OC)c1
 : 0.3	-0.6	6.3	3.5	-2.6	1.2	-0.8	-6.4	-20.1	1.5
> O=C(C1Cc2ccccc2CN1S(=O)(=O)c1ccc(F)cc1)N1CCOCC1 (stereo not drawn)
 : -1.4	0.4	-1.8	4.1	2.2	-7.4	-1.3	-56.1	-4.4	1.7
> O=C(CNS(=O)(=O)c1cccs1)N1CCCCC1
 : -2.6	-0.4	-6.4	0.4	-3.8	-0.6	15.4	12.0	3.9	0.6
> COC(=O)[C@H](CC(C)C)NC(=O)c1cc2c(cn1)[nH]c1ccccc12
 : -1.8	-3.5	12.3	2.0	-5.4	3.9	0.2	8.3	-3.1	-4.3
> O=[N+]([O-])c1cc(C(F)(F)F)ccc1NCCCCNS(=O)(=O)c1ccc2ccccc2c1
 : 0.0	2.1	-7.0	3.0	-2.2	-3.9	x	x	-7.6	-8.4
> CCCc1nc(SCC(=O)N2CCC(C)CC2)c2c(=O)n(C)c(=O)n(C)c2n1
 : -5.2	-0.3	2.4	-1.5	-2.0	8.8	-1.1	-17.5	2.7	-3.6
> CC(=O)[C@H]1CC[C@H]2[C@@H]3CC=C4C[C@@H](O)CC[C@]4(C)[C@H]3CC[C@]12C
 : -0.7	4.0	-10.4	1.9	-0.3	2.7	-2.0	-19.9	-14.2	-4.1
> CCOc1ccc(CN2CCCC(CNC(=O)c3ccc(F)cc3)C2)cc1CO (stereo not drawn)
 : -1.7	2.8	-2.2	3.0	2.3	-1.1	1.5	34.5	-12.7	2.0
> Cc1cc(OCC(=O)OCC(=O)Nc2cc(C(F)(F)F)ccc2N2CCOCC2)ccc1Cl
 : -1.9	0.5	-1.9	3.4	0.7	4.9	x	5.4	-12.3	-1.6
> Cc1[nH]c(=O)[nH]c(=O)c1/C=N/NC(=O)[C@@H](NC(=O)OC(C)(C)C)C(C)C
 : 0.4	-0.6	10.4	2.5	4.6	-1.3	x	-5.3	9.3	-3.1
> CCn1c(C)c(C)c2cc(C(=O)N3CCN(c4ccccc4)CC3)ccc21
 : -1.4	3.7	-6.9	0.0	-1.5	34.9	-1.5	-32.6	-1.8	-6.0
> Fc1ccccc1CNc1ccc(Cl)c(Cl)c1
 : -0.8	1.0	-0.8	0.9	2.1	-10.9	x	-10.8	5.0	-8.4
> COc1ccc(CNCC(=O)Nc2ccccc2-n2cccc2)cc1
 : -1.0	-2.5	7.7	3.2	-0.7	-5.9	-1.5	2.1	-5.6	-7.1
> CCOC(=O)c1ccc(S(=O)(=O)N2CCN(C(=O)C3CSC4(C)CCC(=O)N34)CC2)cc1 (stereo not drawn)
 : -0.8	1.0	3.9	1.0	-0.3	-5.7	-1.7	-9.7	7.4	-0.8
> CC(C)(C)c1ccc(-c2nc(C#N)c(NCCCn3ccnc3)o2)cc1
 : -0.3	-0.5	10.5	3.8	-1.0	6.8	-1.2	10.1	9.0	0.9
> CC(C)[C@H](NC(=O)c1ccccc1)C(=O)OCC(=O)N1CC(=O)Nc2ccccc21
 : -0.3	1.4	7.2	3.7	0.5	1.4	x	8.7	1.1	-3.7
> COc1cccc(NC(=O)CCCNC(=O)Cn2cnc3sc(C)c(C)c3c2=O)c1
 : -3.1	4.0	-8.4	-1.5	0.1	-1.3	-3.1	-4.0	9.7	-2.2

2 entries picked at random from the list so far, as already listed:
Order of results – CAL PDZ FP	AddAB inh	Rtt109 Vps75	phage Ecoli inh	E coli growth	Tat export inh	Wnt act	PfHsp90 yeast 2	PvdQ acylase	DAGLB inh
> COc1ccccc1CNC(=O)CN1CCN(c2ccc(C(C)=O)cc2)CC1
 : -2.2	0.0	9.8	0.8	-1.1	-2.5	-1.3	-4.3	13.0	-0.2
> Fc1ccccc1CNc1ccc(Cl)c(Cl)c1
 : -0.8	1.0	-0.8	0.9	2.1	-10.9	x	-10.8	5.0	-8.4
